CRE-bla Fsk: Cell signaling CRE-BLA (Fsk stim); CHO CRE-bla reporter (cAMP response element driving beta-lactamase), forskolin EC10, beta-lactamase ratio; Potency, µM (doses to about 38.2 µM), for inactives: at the top dose activity change, negative = inhibition, most hits filed as activators; 2.5% of 71,000 active; AID 662, 2007; active = well fitted activation curve with a large enough effect in the signal ratio, with a control signal flat, not every such curve was filed as active; inconclusive = small, poorly fitted or top-dose-only effect, or effect the other way, or a change in a side signal; the % refers to the signal ratio; also: potency is read from the fitted curve at half-maximal effect; % of control where 0% means no effect
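Reporter-gene assay: CHO cells with beta-lactamase behind cAMP responsive elements, co-treated with compound and EC10 NKH 477 for 3 hours at 37 degrees Celsius. Activity came from the 460/530 nm CCF4 emission ratio.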
USP2a inh: qHTS Assay for Inhibitors of Ubiquitin-specific Protease USP2a; USP2a enzymatic assay, qHTS inhibition; Potency, µM (series often up to 38.3 µM), for the others: top-dose activity change, negative = inhibition, hits mostly inhibitors; 0.1% of 60,000 active;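 also: potency is read from the fitted curve at half-maximal effect; nearly all actives have a fitted effect of over 60% in size; plate controls were DMSO for no effect and NEM full inhibition control for full effect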
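Inhibition is measured in a cell-free coupled assay with 20 nM USP2 core, 20 nM Ub-PLA2 and 20 uM NBD C6-HPC, 2.5 h incubation. Activity normalized to NEM control.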
Hsp90 Hop PPI: qHTS Assay for Disrupters of an Hsp90 Co-Chaperone Interaction; AlphaScreen TPR2A-His6 binding biotin-Hsp90 C-terminal peptide; Potency, µM (top dose mostly 57 µM), for inactives: at the highest dose activity change, negative = inhibition; 0.44% of 71,000 active; active = well fitted curve in either direction with a large enough effect; inconclusive = small, poorly fitted or top-dose-only effect, or another doubt; also: potency is read from the fitted curve at half-maximal effect; % is scaled to controls: 0 for no effect and ±100 for the full control effect; many of its hits are not listed in these tables
Epigenetic mod: qHTS Assay for Epigenetic Modulators. mouse C127i GFP locus derepression, cytometry, 30 h. Potency, µM (series often up to 46.1 µM), inactives show at the highest dose GFP derepression (activation). 0.09% of 68,000 active; also: % of control where 0% means no effect
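Murine C127i mammary cells carrying a silenced, stably integrated CMV-driven GFP reporter were treated with compound for 30 hours at 37 C. After PBS washes, GFP-positive cells were counted by laser-scanning microplate cytometry.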
HADH2 inhib: qHTS Assay for Inhibitors of HADH2 (Hydroxyacyl-Coenzyme A Dehydrogenase, Type II); Potency, µM (top dose mostly 57.1 µM), inactives show top-dose activity change, negative = inhibition, usual class: inhibitors; 3-hydroxyacyl-CoA dehydrogenase type-2 (Homo sapiens), Q99714; 3.4% of 73,000 active; recombinant HADH2, NADH fluorescence, beta-hydroxybutyryl-CoA; AID 886, 2007; also: potency is read from the fitted curve at half-maximal effect; % is scaled to controls: 0 for no effect and ±100 for the full control effect; nearly all actives have a fitted effect of over 60% in size; many of its hits are not listed in these tables
Target sequence (Q99714 whole entry, looked up, one chain of several): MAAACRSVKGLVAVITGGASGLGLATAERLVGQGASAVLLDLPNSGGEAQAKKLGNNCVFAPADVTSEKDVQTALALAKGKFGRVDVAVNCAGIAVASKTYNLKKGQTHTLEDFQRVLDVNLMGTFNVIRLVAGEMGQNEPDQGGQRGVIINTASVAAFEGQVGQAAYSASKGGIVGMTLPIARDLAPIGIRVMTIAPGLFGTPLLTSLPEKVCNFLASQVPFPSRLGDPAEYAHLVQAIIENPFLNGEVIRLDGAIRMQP
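Activity measured as NADH fluorescence gain (360/450 nm), taken as the change between first and last reads of a 4-min kinetic run. Conditions: pH 9.0 Tris buffer, 20 nM E. coli-expressed His-tagged enzyme, 1 mM NAD+, 90 uM beta-hydroxybutyryl-CoA; 15-min compound preincubation.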
UbGFP stabilizer: Ubiquitin-GFP Assay. Ubiquitin-GFP reporter cells, proteasome inhibition, GFP fluorescence; response scale: untreated = 0%, 10 µM MG-132 = 100%. Potency, µM (highest dose often 45.9 µM), inactives show at the top dose activation (GFP accumulation), hits mostly activators. 67,000 tested, under 10 active. AID 526, 2006; active = well fitted activation curve with a large enough effect, not every such curve was filed as active; inconclusive = small, poorly fitted or top-dose-only effect, or another doubt; inactive = no such curve, though single readings can be large or run the other way; also: potency is read from the fitted curve at half-maximal effect
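U2OS cells expressing ubiquitin(G76V)-GFP, seeded overnight in 0.5% FBS medium, then treated 4 hr at 37 C across 46 uM to 2.9 nM. GFP-positive cells counted by laser cytometry (488 ex/515 em); %activity scaled between basal and 10 uM MG-132.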
BRCT inh red: qHTS Assay for Inhibitors of BRCT-Phosphoprotein Interaction (Red Fluorophore); Breast cancer type 1 susceptibility protein (Homo sapiens), P38398; BRCT-phosphopeptide binding, red fluorescence polarization; Potency, µM (highest dose often 76.9 µM), without a hit: at the top dose activity change, negative = inhibition, actives largely listed as inhibitors; 0.03% of 75,000 active; also: % is scaled to controls: 0 for no effect and ±100 for the full control effect
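Rhodamine-labelled pBACH1 10-mer (100 nM) bound to BRCT domain (100 nM) at pH 7.3; compounds incubated 12 min room temperature, polarization read. Free peptide defines full inhibition; unlabelled decapeptide titrated as control.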
Pol III holo inh: qHTS Assay for Inhibitors of DNA Polymerase III Holoenzyme System. reconstituted DNA polymerase III holoenzyme replication, biochemical. Potency, µM (series often up to 57.1 µM), without a hit: at the highest dose activity change, negative = inhibition. 0.25% of 71,000 active. AID 603, 2007; also: potency is read from the fitted curve at half-maximal effect; % is scaled to controls: 0 for no effect and ±100 for the full control effect
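Reconstituted *E. coli* holoenzyme (0.35 nM Pol III, 1 nM beta, 154 nM SSB, 2 nM primase) was preincubated with compound for 15 min at RT. Synthesis on 1.4 nM ssM13Gori ran 35 min, then was stopped with PicoGreen/EDTA and read as dsDNA fluorescence.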
15-hLO inh: qHTS Assay for Inhibitors of 15-hLO (15-human lipoxygenase) | Potency, µM (doses to about 57.1 µM), without a hit: at the top dose activity change, negative = inhibition, most hits filed as inhibitors | purified 15hLO-1, xylenol orange hydroperoxide absorbance | Polyunsaturated fatty acid lipoxygenase ALOX15 (Homo sapiens), P16050 | 1.4% of 74,000 active; also: potency is read from the fitted curve at half-maximal effect; % is scaled to controls: 0 for no effect and ±100 for the full control effect; nearly all actives have a fitted effect of over 55% in size
Target sequence (P16050 whole entry, looked up): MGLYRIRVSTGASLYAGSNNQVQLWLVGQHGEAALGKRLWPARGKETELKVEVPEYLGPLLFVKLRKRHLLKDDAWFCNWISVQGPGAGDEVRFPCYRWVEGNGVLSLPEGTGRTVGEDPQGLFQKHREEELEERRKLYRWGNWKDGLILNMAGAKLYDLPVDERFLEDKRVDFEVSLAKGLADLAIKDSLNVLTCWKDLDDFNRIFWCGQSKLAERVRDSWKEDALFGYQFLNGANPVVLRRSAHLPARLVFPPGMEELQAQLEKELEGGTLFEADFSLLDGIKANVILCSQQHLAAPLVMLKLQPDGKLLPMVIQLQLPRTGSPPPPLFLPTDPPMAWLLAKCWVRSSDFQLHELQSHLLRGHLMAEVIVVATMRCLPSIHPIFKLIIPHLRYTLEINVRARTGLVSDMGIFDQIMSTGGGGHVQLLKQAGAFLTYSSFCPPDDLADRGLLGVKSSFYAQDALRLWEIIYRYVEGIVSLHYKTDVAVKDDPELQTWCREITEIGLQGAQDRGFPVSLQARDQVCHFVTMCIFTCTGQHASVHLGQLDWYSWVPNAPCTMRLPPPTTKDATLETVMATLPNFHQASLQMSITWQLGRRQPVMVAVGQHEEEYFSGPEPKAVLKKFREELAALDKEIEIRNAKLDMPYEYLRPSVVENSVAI
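40 nM 15hLO-1 + cpd, 15 min RT; start w/ 50 uM AA (final), 6 min RT; stop/detect w/ 200 uM XO + 300 uM Fe(II) in 50 mM H2SO4, 30 min; A573/A405. Buffer 25 mM Hepes pH 7.5, 0.01% Triton X-100. No-enzyme wells as negative control.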
HBB splice mod: qHTS Assay for Modulators of Hemoglobin Beta Chain Splicing. Potency, µM (top dose mostly 46.1 µM), inactives show at the top dose activation, most hits filed as activators. 0.06% of 65,000 active. HBB splicing reporter cell assay, activation; EGFP reporter with mutant IVS2-654 intron; response scale: normalised to 500 nM splice-correcting PNA. AID 925, 2007; also: potency is read from the fitted curve at half-maximal effect; 0% is about no effect
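Compounds were applied for 2 days to HeLa EGFP-654 cells, 500/well in Optimem with 2% FCS. The reporter's EGFP is disrupted by mis-splicing of beta-globin intron IVS2-654. Readout: summed well GFP fluorescence from 488 nm laser scanning; reference was 500 nM antisense […] 654 PNA.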
BRCT inh green: qHTS Assay for Inhibitors of BRCT-Phosphoprotein Interaction (Green Fluorophore); Potency, µM (highest dose often 76.9 µM), for inactives: at the top dose activity change, negative = inhibition, most hits filed as inhibitors; AID 875, 2007; BRCA1 BRCT-phosphopeptide binding, green fluorescence polarization; 0.05% of 75,000 active; Breast cancer type 1 susceptibility protein (Homo sapiens), P38398;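 also: potency is read from the fitted curve at half-maximal effect; plate controls were peptide without protein for full effect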
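Fluorescence polarization: His-tagged BRCT (~35 kDa BRCA1 C-terminus, 250 nM) bound to 100 nM fluorescein-labeled phosphorylated 10-aa BACH1 peptide, pH 7.3 phosphate buffer with DTT and Tween 20. Compounds incubated 12 min at room temperature; inhibition read as lowered polarization.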
The depositor's hits bear a star; ? = inconclusive; · = no result given; & = joins results of further samples; [ ] = another dose, or the depositor's remark. Unless noted, calls follow the shape of the dose curve; as a rule, active = well fitted curve in the direction sought with a large enough effect; inconclusive = small, poorly fitted or top-dose-only effect, or another doubt; inactive = no such curve, though single readings can be large; an effect the other way counts as inactive or inconclusive.

SMILES	CRE-bla Fsk	USP2a inh	Hsp90 Hop PPI	Epigenetic mod	HADH2 inhib	UbGFP stabilizer	BRCT inh red	Pol III holo inh	15-hLO inh	HBB splice mod	BRCT inh green
OC1CC(c2ccco2)NC2(CCCCC2)C1 (configuration not stated)	-5%	7%	4%	0%	1%	2%	3.1%	-8%	12%	0.6%	-0.9%
COCCNC(=O)COc1ccc(C)c(C)c1	?	4%[7.66 µM]	-8%[11 µM]	-2%	10%[11.4 µM]	3%[9.17 µM]	1.6%	1%[11.4 µM]	4%[11.4 µM]	-4.1%[0.0738 µM]	0.2%
Nc1c(C(=O)NC2CCCC2)c2nc3ccccc3nc2n1N	13µM*	35%[activator]	-5%	4%	?	-2%	0.3%	-7%	-22%	4.1%[0.369 µM]	-0.1%
CC1CCC(NC(=O)c2ccc(CS(=O)(=O)Cc3ccccc3F)o2)CC1 (configuration not stated)	?	22%	?	0%	1%	11%	-0.4%	2%	-1%	0.6%	-2.1%
N#CC1=C(N)SC(N)=C(C#N)C1c1ccoc1	-2%	4%	-14%	0%	?	5%	-7.2%	?	?	0.1%	2.5%
CC(=O)NNC(=O)N1Cc2ccccc2Oc2ccc(Cl)cc21	?	0%	-5%&-3%	1%&1%	10%&9%	-2%&8%	-2.6%	-4%&-2%	?	-0.8%	2.5%
O=C1C(Cl)=C(Nc2ccc(S(=O)(=O)Nc3ccccn3)cc2)C(=O)c2ccccc21	-4%[7.6 µM]	·	-8%[11 µM]	1%[9.22 µM]	2.5µM*	-7%[9.17 µM]	-1.2%[15.4 µM]	-8%[11.4 µM]	?	1.2%[9.22 µM]	-0.2%[15.4 µM]
O=C(Cn1nnc(-c2ccccc2)n1)c1ccccc1	?	3%	19%	-4%	2%	6%	-0.9%	-8%	-6%	6.3%	1.6%
CCCS(=O)(=O)c1nnnn1-c1cccc(OC)c1	?	-3%	-2%	?	?	-7%	-2.0%	-6%	-25%	-0.1%	0.1%
CC(=O)c1cccc(NC(=O)NCc2ccccn2)c1	-14%	1%	-14%	0%	9%	0%	0.2%	-8%	15%	-0.3%	0.4%
COc1ccc(C2CC(c3ccc(Cl)cc3Cl)Nc3nc(N)nn32)cc1OC (configuration not stated)	19%	·	-7%	0%	0%	4%	0.5%	-4%	19%	-1.1%	-0.4%
O=C(CCSc1nnc(-c2ccncc2)o1)Nc1ccc(F)cc1	-3%	2%	-1%	1%	11%	0%	-1.3%	-3%	4%	·	-1.2%
CC1CN(C(=O)c2ccncc2)CC(C)O1 (configuration not stated)	-1%	-6%	-3%	2%	6%	2%	0.6%	-8%	0%	-0.6%	-2.0%
COc1cccc(C2NC(CCSC)(C(=O)O)C3C(=O)N(C(C)C)C(=O)C23)c1O (configuration not stated)	-1%	·	1%	·	-9%	10%	-0.9%	-7%	2%	-0.5%	-2.9%
CCn1c(N2CCN(CC(=O)c3ccc(OC)cc3)CC2)nc2ccccc21	-14%	25%	-6%	1%	-10%	-2%	0.5%	-2%	-8%	·	0.8%
O=C(NCCC[N+]1=CC=N[C@H]1c1ccccc1)N1CCCc2nc(-c3ccc(Br)cc3)ccc21	·	·	·	·	25%[11.4 µM]	·	-0.4%[15.4 µM]	·	10%[11.4 µM]	1.7%[9.22 µM]	2.6%[15.4 µM]
CCCOc1ccc(C(=O)N2CCCC2)cc1OC	10%	-10%	1%	2%	?	3%	-1.4%	-7%	-1%	-0.9%	-1.2%
COC(=O)c1ccc(CSc2nc3c(c(=O)n2-c2ccc(Br)cc2)SCC3)o1	?	42%[activator]	-7%	2%	4%	3%	-0.7%	4%	-6%	0.1%	0.1%
O=C(NC(=O)c1ccc(Cl)c(Cl)c1)OC1CCS(=O)(=O)C1 (configuration not stated)	1%	3%	-3%	-3%	9%	-4%	-0.1%	-7%	2%	5.4%	-0.1%
CC(=O)OCCNC(=O)c1cccnc1	?	·	-4%	0%	4%	-2%	2.0%	-1%	6%[25.6 µM]	·	-4.0%
CCOCCCNC(=O)c1c(-c2ccccc2)noc1C	9%	-4%	1%	0%	7%	-3%	-3.5%	-3%	-2%	-7.5%	-1.4%
CCc1c(C)nc(SCCOc2ccc(OC(C)C)cc2)[nH]c1=O	7%	-12%	-3%	-2%	7%	-3%	-0.3%	-3%	-10%	-2.3%	-0.2%
O=C(Cn1cc2c(n1)CCCC2)N1CCc2ccccc21	-9%	·	0%	2%	3%	13%	-0.1%	1%	1%	-1.1%	-0.1%
Cc1ccsc1-c1nc(CSCC(=O)NCc2ccc3c(c2)OCO3)c(C)o1	20%	·	-4%[2.3 µM]	·	-16%	1%	0.8%	-2%	-7%	-0.7%	0.3%
C=C(CC1([C@@H](NP(=O)(c2ccccc2)c2ccccc2)[C@H]2C[C@@H]2CCCC)CC1)c1cccc(OC)c1	-3%	·	-6%	·	-5%	·	-3.8%	-8%	·	2.0%	-3.1%
CC(=O)c1cnc(Nc2nc(C)c3ccc(C)cc3n2)nc1C	-1%	7%	-2%	-3%	-9%	1%	1.3%	-5%	5%	0.3%[57.5 µM]	1.2%
Cc1ccc2cc(CN(CC3CCCO3)S(=O)(=O)c3cccc4nsnc34)c(=O)[nH]c2c1 (configuration not stated)	-2%	25%	-9%	4%	-7%	-1%	-1.1%	-2%	-7%	-0.2%[57.5 µM]	-2.2%
O=C(NCCc1ccc(Cl)cc1)C1CC(=O)N(C2CCCCC2)C1 (configuration not stated)	-6%	·	-3%	-3%	3%	1%	-1.9%	-16%	2%	0.1%	-1.1%
CCOC(=O)CNC(=O)c1ccc2c(c1)OCCO2	0%	1%	1%	-2%	-6%	5%	-2.3%	-6%	13%	0.2%[57.5 µM]	-1.9%
O=C(OCC(=O)N1CCCC1)c1ccco1	1%	-8%	1%	-1%	1%	-2%	1.1%	-3%	19%	-1.6%	0.3%
CC(C)Oc1ccccc1-c1nc(SCC(=O)O)n[nH]1	?	-4%	-6%	1%	?	0%	1.8%	0%	?	-1.7%	-1.7%
CC(C)(C)NS(=O)(=O)c1cccc2nsnc12	2%	0%	-2%	0%	-1%	15%	-0.8%	5%	13%	-0.3%	-1.7%

Reformatted: entries from further up.
Every second line gives: CRE-bla Fsk, USP2a inh, Hsp90 Hop PPI, Epigenetic mod, HADH2 inhib, UbGFP stabilizer, BRCT inh red, Pol III holo inh, 15-hLO inh, HBB splice mod, BRCT inh green
- CCc1c(C)nc(SCCOc2ccc(OC(C)C)cc2)[nH]c1=O
 : 7%, -12%, -3%, -2%, 7%, -3%, -0.3%, -3%, -10%, -2.3%, -0.2%
- O=C(Cn1cc2c(n1)CCCC2)N1CCc2ccccc21
 : -9%, ·, 0%, 2%, 3%, 13%, -0.1%, 1%, 1%, -1.1%, -0.1%
- Cc1ccsc1-c1nc(CSCC(=O)NCc2ccc3c(c2)OCO3)c(C)o1
 : 20%, ·, -4%[2.3 µM], ·, -16%, 1%, 0.8%, -2%, -7%, -0.7%, 0.3%

Screens as filed in PubChem.

Only part of the results is shown, so the mix of outcomes need not match the whole.
